# MPTP inh = blocks calcium-induced mitochondrial swelling. isolated mouse mitochondria, Ca2+ swelling absorbance, 30 min. inhibition, % at 10 µM. 360,000 tested, 1.4% active;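 active = inhibition of 50% or more, scaled per plate between neutral and stimulator controls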;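 also: 0% = DMSO wells given calcium and 100% = 1 mM EGTA wells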
# beta cell repl = MIN6 beta-cell proliferation induction | MIN6 cells proliferation, ATPlite luminescence, 48 h; cells starved in 0.2% serum; 100% = growth in 10% serum | proliferation, % at 10 µM | 330,000 tested, 0.29% active | AID 2380;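 active = compounds whose signal lies at least 3.5 SD above the mean of all wells on their plate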;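 also: 0% = DMSO-treated cells in low-serum medium and 100% = 10% serum control; some compounds called inactive have numbers as strong as hits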
# mIAP block = blocks mouse intestinal alkaline phosphatase. AID 2806. purified mouse IAP, CDP-Star luminescence, 30 min. 330,000 tested, 0.2% active. inhibition, % at 10 µM;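 active = inhibition of at least 40% at 10 µM in the primary screen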;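 also: plate controls were DMSO with enzyme for no effect and no enzyme wells for full effect; values of inactives mirror those of a sister screen read the other way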
# hIAP block = human IAP inhibition; P09923; purified IAP, CDP-Star luminescence, 30 min; inhibition, % at 10 µM; 330,000 tested, 0.12% active; AID 2544;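 active = inhibition reaching a set limit with compound at 10 µM in the primary screen, cut at about 35% in these data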;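 also: plate controls were DMSO wells with enzyme for no effect and no-enzyme buffer wells for full effect; values of inactives mirror those of a sister screen read the other way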
# A3G deaminase = blocks human APOBEC3G single-stranded DNA deamination; Q9HC16; recombinant A3G, ssDNA deamination FAM/TAMRA fluorescence; inhibition, % at 20 µM; 330,000 tested, 0.28% active; AID 493012;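 active = inhibition of at least 40% at 20 µM, with no more than 30% in the related APOBEC3A deaminase screen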;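 also: plate controls were DMSO wells with A3G for no effect and wells lacking A3G enzyme for full effect; some compounds called inactive have numbers as strong as hits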
# Target sequence (Q9HC16 whole entry, looked up): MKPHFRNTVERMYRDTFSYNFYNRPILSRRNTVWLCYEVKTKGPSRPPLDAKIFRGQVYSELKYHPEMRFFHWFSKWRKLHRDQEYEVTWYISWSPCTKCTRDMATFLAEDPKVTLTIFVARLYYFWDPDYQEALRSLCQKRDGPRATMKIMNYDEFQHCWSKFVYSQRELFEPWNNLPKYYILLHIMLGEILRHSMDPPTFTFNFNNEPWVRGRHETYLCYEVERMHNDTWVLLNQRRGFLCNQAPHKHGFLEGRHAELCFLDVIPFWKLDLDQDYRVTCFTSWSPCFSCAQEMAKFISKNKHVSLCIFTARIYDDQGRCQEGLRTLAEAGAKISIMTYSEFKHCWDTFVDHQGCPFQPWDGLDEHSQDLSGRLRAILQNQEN
# ATG4B inhibitor = blocks human ATG4B protease cleavage of LC3 substrate; AID 504462; 340,000 tested, 0.51% active; inhibition, % at 8.33 µM; ATG4B cleavage of LC3-PLA2, NBD-HPC fluorescence, 1 h; Q9Y4P1; in the data active = inhibition above about 40%
# Target sequence (Q9Y4P1 whole entry, looked up): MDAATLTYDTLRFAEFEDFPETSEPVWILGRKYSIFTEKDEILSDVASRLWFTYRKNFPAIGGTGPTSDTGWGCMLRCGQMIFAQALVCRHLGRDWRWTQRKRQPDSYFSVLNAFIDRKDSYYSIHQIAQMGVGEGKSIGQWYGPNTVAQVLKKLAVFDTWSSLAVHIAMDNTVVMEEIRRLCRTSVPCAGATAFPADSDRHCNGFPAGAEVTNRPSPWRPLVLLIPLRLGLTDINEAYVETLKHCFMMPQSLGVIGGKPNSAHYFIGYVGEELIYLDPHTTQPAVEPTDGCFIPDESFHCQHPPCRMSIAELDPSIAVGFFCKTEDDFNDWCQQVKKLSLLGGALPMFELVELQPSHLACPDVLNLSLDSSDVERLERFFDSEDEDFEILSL
# A3A deaminase = human APOBEC3A DNA deaminase inhibition; inhibition, % at 20 µM; P31941; recombinant A3A, FAM/TAMRA ssDNA deamination fluorescence; 330,000 tested, 0.41% active; AID 493011;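 active = at least 40% inhibition at 20 µM here, with at most 30% in a related deaminase screen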;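 also: plate controls were A3A with DMSO for no effect and wells lacking A3A enzyme for full effect; some results filed as inactive read as strong as hits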
# Target sequence (P31941 whole entry, looked up): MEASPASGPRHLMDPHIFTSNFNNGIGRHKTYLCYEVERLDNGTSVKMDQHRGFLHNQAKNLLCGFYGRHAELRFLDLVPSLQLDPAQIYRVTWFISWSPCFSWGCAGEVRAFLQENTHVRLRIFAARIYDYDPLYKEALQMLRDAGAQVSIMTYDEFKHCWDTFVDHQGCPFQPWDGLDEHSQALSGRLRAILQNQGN
# mIAP activ = increases mouse intestinal alkaline phosphatase activity | activation factor at 10 µM | 330,000 tested, 0.24% active | muIAP, CDP-Star luminescence, 30 min; stronger effect = higher value; 1 = vehicle-only enzyme signal, 0 = enzyme-free wells;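 active = activation factor of at least 2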; also: the source names both 10 and 20 µM as test concentration; values of inactives mirror those of a sister screen read the other way
#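 System: Mouse IAP enzyme | Also added: CDP-Star substrate | Dosing: Compounds dispensed in DMSO | Schedule: 30 min enzyme-substrate-compound incubation at room temperature | Technique: Chemiluminescence readout | Control set: DMSO-only wells and no-enzyme negative control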
# hIAP act = human IAP activation; purified human IAP, CDP-Star luminescence, 30 min; stronger effect = higher value; 1 = vehicle-only enzyme, 0 = enzyme-free background; activation factor at 10 µM; 330,000 tested, 0.16% active;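 active = activation factor of the enzyme at least 2-fold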; also: the source names both 10 and 20 µM as test concentration; values of inactives mirror those of a sister screen read the other way
# * marks the source's active call; other numbers are inactive results; . = no result given.
structure,MPTP inh,beta cell repl,mIAP block,hIAP block,A3G deaminase,ATG4B inhibitor,A3A deaminase,mIAP activ,hIAP act
O=C(OCCc1cc2ccccc2c(=O)o1)c1ccc(C(F)(F)F)cc1,-0.5,-3.1,10.7,17.4,-9.7,6.2,-5.0,0.893,0.826
O=C(COC(=O)/C=C/c1cccc(C(F)(F)F)c1)NC1CCCCCC1,1.5,-1.2,0.6,0.6,-1.1,-14.1,-2.8,0.994,0.994
Nc1c(C(=O)N/N=C/c2ccc([N+](=O)[O-])cc2)sc2nnc(-c3ccccc3)c(-c3ccccc3)c12,.,-4.1,14.8,18.9,-8.1,-8.7,-2.7,0.852,0.811
CCN(CC)S(=O)(=O)c1ccc(C)c(NC(=O)COC(=O)c2ccc(C)c(S(=O)(=O)N3CCOCC3)c2)c1,15.3,-1.9,-3.7,1.5,-2.2,-15.8,5.6,1.04,0.985
COc1ccc(C(=O)c2c[nH]c(C(=O)NCc3cccnc3)c2)cc1,0.8,-3.4,-1.0,2.2,-10.2,-1.8,-0.6,1.01,0.978
COc1ccc(S(=O)(=O)NCCc2ccccc2)c2cccnc12,-0.1,1.8,2.6,14.3,-7.3,-0.2,-2.7,0.974,0.857
CCCCNC(=S)Nc1cccc(C(C)=O)c1,1.4,-0.4,-1.8,-7.0,-0.3,2.6,3.5,1.02,1.07
O=C(c1ccc(N2CCN(C(=O)c3ccc(F)cc3F)CC2)cc1)c1cccc(F)c1,-2.6,-5.7,1.3,-1.3,4.5,-12.6,2.7,0.987,1.01
CCOC(=O)C1CCN(c2ncnc3cc(OC)c(OC)cc23)CC1,2.4,1.0,6.7,-1.7,-7.4,-5.2,-3.8,0.933,1.02
COC(=O)C(C)(C(=O)OC)c1ccc([N+](=O)[O-])cn1,0.2,1.0,0.0,12.6,-3.4,4.2,0.0,1,0.874
CNS(=O)(=O)c1cccc(C(=O)OCc2cc(C(C)=O)ccc2OC)c1,0.1,-0.4,3.2,-8.3,0.8,-15.4,1.3,0.968,1.08
CCOc1ccc(NC(=O)CC2C(=O)N(c3ccccc3)C(=S)N2Cc2ccccn2)cc1 (centres undefined),0.3,-2.5,-1.8,-7.3,1.0,-6.9,1.3,1.02,1.07
CC(=O)Nc1nc(C(=O)O)cs1,-1.8,-3.3,-2.2,-14.5,0.6,-0.9,4.9,1.02,1.15
CCCCn1c(SCC(=O)Nc2nnc(C)s2)nc2c1c(=O)n(C)c(=O)n2C,-2.4,2.4,-0.4,-4.0,-4.0,-1.8,0.4,1,1.04
Nc1cccc([N+](=O)[O-])c1,0.5,-2.4,-8.0,-11.9,-9.6,-1.9,-6.9,1.08,1.12
Cc1ccc(C(=O)N/C(=C\c2ccc3c(c2)OCO3)C(=O)Nc2ccc(C(=O)O)cc2)cc1,-2.4,3.0,8.3,23.2,-5.3,-6.1,-2.8,0.917,0.768
COc1ccc(C2=NOC(Cn3nc(C(=O)NCc4ccc(OC(F)(F)F)cc4)cc3-c3ccccc3)C2)cc1 (centres undefined),1.7,-3.3,-20.2,11.3,-4.8,-11.2,1.6,1.2,0.887
CCn1cc(C(=O)NCC2CCCO2)c2cc(OC)c(OC)cc2c1=O (centres undefined),0.3,2.0,4.5,18.4,-5.8,2.6,-3.2,0.955,0.816
Cc1cccc(N2CCN(C(=O)c3ccccn3)CC2C)c1 (centres undefined),-1.5,-0.8,0.1,-5.3,-2.1,-13.2,-4.0,0.999,1.05
O=c1/c(=C\c2ccc(F)cc2)sc2n1CCCN=2,0.4,-2.4,2.6,-5.3,-3.8,-0.7,1.5,0.974,1.05

# Whole records, quoted from the list.
# Listed for Cc1cccc(N2CCN(C(=O)c3ccccn3)CC2C)c1 (centres undefined) : MPTP inh: -1.5; beta cell repl: -0.8; mIAP block: 0.1; hIAP block: -5.3; A3G deaminase: -2.1; ATG4B inhibitor: -13.2; A3A deaminase: -4.0; mIAP activ: 0.999; hIAP act: 1.05
# Listed for CCn1cc(C(=O)NCC2CCCO2)c2cc(OC)c(OC)cc2c1=O (centres undefined) : MPTP inh: 0.3; beta cell repl: 2.0; mIAP block: 4.5; hIAP block: 18.4; A3G deaminase: -5.8; ATG4B inhibitor: 2.6; A3A deaminase: -3.2; mIAP activ: 0.955; hIAP act: 0.816

# (further entries)
structure,MPTP inh,beta cell repl,mIAP block,hIAP block,A3G deaminase,ATG4B inhibitor,A3A deaminase,mIAP activ,hIAP act
O=C(O)C1CCCN1S(=O)(=O)c1ccc(Cl)cc1 (centres undefined),-0.6,1.8,-6.6,-6.9,-7.9,-0.6,-3.4,1.07,1.07
CCCCc1cc(=O)oc2cc(OCc3nn[nH]n3)c(Cl)cc12,-0.2,-0.2,-1.2,-6.8,1.9,-2.1,4.1,1.01,1.07
COc1cc(NC(=O)COC(=O)CC(C)(C)C)c(C)cc1[N+](=O)[O-],2.2,0.0,1.7,-1.1,-7.6,2.4,-2.5,0.983,1.01
CC(=O)CCc1oc2ccccc2c1-c1ccccc1,3.0,3.7,-0.3,-6.3,3.8,2.7,-0.4,1,1.06
O=C(N/C=N/O)C1=NOC(CNc2ncc(C(F)(F)F)cc2Cl)C1 (centres undefined),-2.5,-0.6,2.2,-4.2,-6.0,-0.6,-2.3,0.978,1.04
Cc1cccc(C(=O)Nc2c(C#N)c(C)c(C)n2Cc2ccccc2)c1,2.0,-2.3,-14.9,-14.9,-7.1,-1.3,-3.5,1.15,1.15
CN(C)CCCn1c(-c2ccccc2)nc(=S)c2c1CCCC2,-2.8,-2.5,3.3,-1.4,-3.1,1.0,-0.7,0.967,1.01
CC1=C(C(=O)Nc2cc(C(=O)N3CCN(c4cccc(C)c4)C(C)C3)ccc2C)SCCO1 (centres undefined),-0.5,0.9,2.1,-21.4,-5.8,4.1,-8.3,0.979,1.21
CN(C)C1CCN(Cc2cc(COCc3ccccc3)c3cccnc3c2O)C1 (centres undefined),3.6,-5.6,2.7,-75.0,-3.3,6.5,4.1,0.973,1.75
O=C(CNCc1ccccc1)Nc1ccccc1-c1ccccc1,1.5,-1.4,11.9,-12.4,-5.6,-4.0,-1.7,0.881,1.12
CC(C)c1cc(CNC(=O)C2CCC(=O)N(CCc3ccc(Cl)cc3)C2)on1 (centres undefined),-0.5,2.5,0.6,-17.5,-2.6,-2.9,-1.6,0.994,1.18
Cc1ccc(NC(=O)COc2nsnc2N2CCOCC2)cc1Cl,-1.3,-2.3,-22.6,5.2,-10.6,-21.2,-4.7,1.23,0.948
CCc1c(C)nc2cc(-c3ccccc3)[nH]n2c1=O,-0.1,-2.7,0.3,-4.4,-7.9,-0.1,-4.2,0.997,1.04
Cc1ccc(-c2csc3ncnc(N4CCN(C)CC4)c23)cc1C,-0.8,-2.6,12.7,-0.8,-6.5,-6.0,-0.3,0.873,1.01
N#Cc1c(NC(=O)c2nc3ncccn3n2)sc2c1CCCCC2,0.6,-3.0,3.7,-10.8,-0.6,-1.5,0.4,0.963,1.11
Cc1ccc(NC(=O)C2CCN(C(=O)OC(C)(C)C)CC2)cc1S(=O)(=O)N1CCCCC1,-0.4,3.8,-39.6,4.2,-4.9,-0.5,15.5,1.4,0.958
Cn1c(CNC(=O)Cc2ccc3c(c2)OCO3)nnc1SCc1ccccc1,-0.3,-1.7,1.0,-0.4,0.7,-11.0,-1.8,0.99,1
O=C(COc1ccccc1[N+](=O)[O-])Nc1ccc(CN2CCOCC2)cc1,1.3,0.0,7.9,-18.0,-9.4,-2.4,-4.4,0.921,1.18
Cc1oc(-c2cccs2)nc1CS(=O)CC(=O)NCc1ccc2c(c1)OCO2 (centres undefined),1.3,3.1,4.1,-0.7,-1.5,-1.1,3.0,0.959,1.01
COCc1cc(=O)[nH]c(SC)n1,3.2,1.8,-3.8,-19.1,-5.0,-7.9,-1.8,1.04,1.19
CC1CN(C)C(C)C/C1=N/Oc1ccccc1[N+](=O)[O-] (centres undefined),-2.4,-0.1,-6.1,11.2,-8.8,-3.8,-2.7,1.06,0.888
Cc1ccc(C)c(Cn2c3ccccc3c3cnn(CC(=O)NCCCN4CCOCC4)c(=O)c32)c1,-0.4,-0.1,-1.9,-10.2,2.0,7.4,3.7,1.02,1.1
O=C(CSc1nnc(-c2cccc(S(=O)(=O)N3CCOCC3)c2)n1C1CCCCCC1)NCc1ccccc1,-2.2,-1.0,-5.1,-1.0,-7.5,-11.9,-0.4,1.05,1.01
COc1nc(N)c(C#N)c(-c2ccc(N(C)CCC#N)cc2)c1C#N,5.5,0.2,-1.4,-2.5,-7.7,-2.9,-0.8,1.01,1.02
CCOC(=O)C1=C(c2ccccc2)Nc2c(c(=O)n(C)c(=O)n2C)C1c1ccc(O)c(OC)c1 (centres undefined),1.0,-3.3,16.9,18.2,-1.8,6.9,-0.2,0.831,0.818
COC1=CC2(O)CCCC2=CC1=O (centres undefined),-0.9,-3.3,0.2,3.3,-6.7,-1.4,-7.6,0.997,0.967
COc1cc(OC)cc(-c2c(-c3cccs3)c3cc(-c4ccc(SC)cc4)ccc3n2C)c1,0.2,-3.6,18.0,-14.2,4.1,7.2,1.1,0.82,1.14
Cc1ccc(N2C(N)=NC(N)=NC2(C)C)c(C)c1,-0.8,1.9,3.2,3.1,-5.3,-8.4,-2.4,0.968,0.969
O=C(c1ccccn1)C1CCCN(Cc2nc(Cc3cccc(F)c3)no2)C1 (centres undefined),0.2,-2.8,-2.9,0.2,-7.2,-9.1,-7.1,1.03,0.998
OCC1(CCOc2ccccc2)CCN(C2Cc3ccccc3C2)CC1,0.1,-3.9,-2.1,-3.7,-3.3,25.0,-1.3,1.02,1.04
Oc1ccccc1N1CCN(c2nc(-c3cccs3)nc3ccccc23)CC1,4.9,-6.1,4.0,4.0,-7.3,1.1,-6.1,0.96,0.96
CCOC(=O)CCC(=O)Nc1cccc([N+](=O)[O-])c1,-0.6,-3.1,2.4,16.7,-6.9,4.4,-0.3,0.976,0.833
CCOC(=O)c1c(NC(=O)COC(=O)Cn2cnc3ccccc32)sc(C)c1C,-2.5,-1.6,-8.8,-15.7,-3.4,-14.4,-1.8,1.09,1.16
CC1(C(=O)OCC(=O)Nc2ccc(Cl)cn2)CC1(Cl)Cl (centres undefined),0.8,1.4,-8.6,5.4,-7.2,6.1,-2.0,1.09,0.946
CCN1C(=O)/C(=C2\SC(N3CCOCC3)=NC2=O)c2ccccc21,-0.3,1.1,-0.9,-6.8,-4.5,10.8,-3.0,1.01,1.07
O=C(CC1SC(=O)N(Cc2ccc(Cl)cc2)C1=O)Nc1nccs1 (centres undefined),-0.4,3.2,-10.3,-35.1,1.0,2.8,12.5,1.1,1.35
COC(=O)Cn1cc(/C=C(/C#N)C(=O)N2CCOCC2)c2ccccc21,3.4,-1.2,1.0,4.7,-8.2,4.5,-1.6,0.99,0.953
CCC(=O)NC(=S)Nc1ccc(NC(=O)c2ccc(OC)cc2)cc1,2.7,-1.6,-3.4,-6.1,-8.1,-9.7,0.2,1.03,1.06
Cc1ccc2nc(-c3cccs3)oc(=O)c2c1,-0.7,-1.7,0.4,-6.6,2.0,5.5,0.3,0.996,1.07
S=C(NCC1CCCO1)N1CCN(Cc2ccccc2Cl)CC1 (centres undefined),-0.8,-0.8,3.3,-3.3,-16.9,-6.5,-2.7,0.967,1.03
Cc1ccc(NC2CC(=O)N(c3cccc([N+](=O)[O-])c3)C2=O)cc1 (centres undefined),-0.2,-1.6,13.9,7.8,-14.5,-8.1,1.7,0.861,0.922
COc1ccc(N2CCN(C(=S)NCc3ccccc3)CC2)cc1,0.9,-2.4,5.6,1.8,-0.4,-7.7,28.4,0.944,0.982
